Assay outcomes (PubChem BioAssay)
EPAC1 agonist: qHTS for Agonist of cAMP-regulated guanine nucleotide exchange factor 3 (EPAC1): primary screen; Rap guanine nucleotide exchange factor 3 (Homo sapiens), O95398; EPAC1 agonist qHTS, biochemical assay; response scale: 100% = response to 6.5 mM cAMP; Potency, µM (top dose mostly 154 µM), for the others: top-dose activation, actives largely listed as activators; 360,000 compounds, 0.073% hits; AID 720707, 2013; also: potency is read from the fitted curve at half-maximal effect; nearly all actives have a fitted effect of over 60% in size
Target sequence (O95398 whole entry, looked up): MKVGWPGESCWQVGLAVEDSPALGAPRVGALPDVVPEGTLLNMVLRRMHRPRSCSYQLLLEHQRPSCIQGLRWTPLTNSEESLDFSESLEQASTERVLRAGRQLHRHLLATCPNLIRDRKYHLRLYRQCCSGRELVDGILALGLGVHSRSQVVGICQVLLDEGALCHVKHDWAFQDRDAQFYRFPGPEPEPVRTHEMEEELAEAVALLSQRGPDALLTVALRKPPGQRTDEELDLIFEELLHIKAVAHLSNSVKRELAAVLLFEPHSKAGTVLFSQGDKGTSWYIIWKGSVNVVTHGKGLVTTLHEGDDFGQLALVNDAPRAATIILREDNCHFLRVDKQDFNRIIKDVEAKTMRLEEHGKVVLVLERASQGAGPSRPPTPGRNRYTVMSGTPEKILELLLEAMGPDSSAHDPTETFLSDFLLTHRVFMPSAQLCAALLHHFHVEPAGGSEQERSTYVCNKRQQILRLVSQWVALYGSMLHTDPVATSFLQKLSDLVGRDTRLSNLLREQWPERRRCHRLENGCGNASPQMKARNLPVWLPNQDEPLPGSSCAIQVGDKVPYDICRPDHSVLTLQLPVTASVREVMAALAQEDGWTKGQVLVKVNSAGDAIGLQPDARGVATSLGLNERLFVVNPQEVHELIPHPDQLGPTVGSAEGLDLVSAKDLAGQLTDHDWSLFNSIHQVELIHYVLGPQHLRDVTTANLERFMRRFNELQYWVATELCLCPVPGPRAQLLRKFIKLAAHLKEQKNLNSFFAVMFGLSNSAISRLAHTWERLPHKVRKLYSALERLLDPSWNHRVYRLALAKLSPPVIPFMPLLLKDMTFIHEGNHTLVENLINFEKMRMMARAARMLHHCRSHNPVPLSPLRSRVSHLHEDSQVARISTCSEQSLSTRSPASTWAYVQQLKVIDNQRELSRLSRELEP
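Multi-concentration qHTS readout: loss of Rap1B-bound BODIPY-GDP fluorescence driven by 100 nM EPAC1 with excess GDP (50 uM), monitored kinetically at room temperature; agonist response expressed relative to 6.5 mM cAMP.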
FUS yeast rescue: qHTS for Suppressors of FUS Proteinopathy: Primary screen using FUS-linked yeast assay. Potency, µM (highest dose often 76.6 µM), without a hit: at the highest dose growth rescue (activation), actives largely listed as activators. S. cerevisiae FUS-expressing, growth rescue, OD600, 24 h. 390,000 compounds, 0.24% hits;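 also: potency is read from the fitted curve at half-maximal effect; plate controls were DMSO vehicle for no effect and reference control for full effect; nearly all actives have a fitted effect of over 55% in size; some results filed as inactive show a strong effect at the top dose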
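Toxicity suppression screen in FUS-yeast. Cells induced with 2% galactose, starting OD 0.005, treated 24hr at 30C with compounds at multiple final concentrations; growth by OD600.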
Abeta rescue: qHTS for compounds that reverse cellular toxicity of Amyloid beta (A-beta) peptide in yeast: Primary Screen; yeast expressing A-beta42, growth rescue, OD600, 48 h; response scale: 0% DMSO, 100% iron-clioquinol control; Potency, µM (titrated, usually from 46.1 µM), for inactives: at the top dose growth rescue, most hits filed as activators; 410,000 compounds, 0.063% hits; AID 1347071, 2019; also: potency is read from the fitted curve at half-maximal effect; nearly all actives have a fitted effect of over 55% in size
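Growth rescue measured by 600 nm absorbance after 48 h yeast culture at 30 C with compound. Values normalized between DMSO and an equimolar ferric chloride plus clioquinol control.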
EPAC1 antag: qHTS for Antagonist of cAMP-regulated guanine nucleotide exchange factor 3 (EPAC1): primary screen; Rap guanine nucleotide exchange factor 3 (Homo sapiens), O95398; EPAC1 GEF assay, Rap1b-BODIPY-GDP exchange fluorescence; Potency, µM (top dose mostly 115 µM), inactives show at the highest dose activity change, negative = inhibition, hits mostly inhibitors; 360,000 compounds, 0.14% hits; AID 720709, 2013;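 also: potency is read from the fitted curve at half-maximal effect; plate controls were vehicle for no effect and positive control for full effect; nearly all actives have a fitted effect of over 50% in size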
PLK1 PBD block: qHTS for Inhibitors of PLK1-PDB (polo-like kinase 1 - polo-box domain): Primary Screen | 360,000 compounds, 2.8% hits | Plk1 PBD binding of FITC phosphopeptide, fluorescence polarization | Potency, µM, without a hit: max response, negative = inhibition, hits mostly inhibitors; also: potency is read from the fitted curve at half-maximal effect; series mostly up to about 57 µM; % is scaled to controls: 0 for no effect and ±100 for the full control effect; nearly all actives have a fitted effect of over 65% in size
IL2 activator: qHTS of IL-2 Activators. IL-2 activation reporter assay, cell-based qHTS; stimulated with anti-CD3/CD4/CD28 beads; in transgenic mouse T cells. activation, % (series mostly up to about 46 µM). 360,000 compounds, 0.065% hits. AID 652025, 2013; in the data active = activation above about 50%; inconclusive = mostly about 30% to 49%; also: 0% is about no effect
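Readout is EGFP and DsRed signal by fluorescent plate cytometry after 18 h at 37 degrees C. Transgenic mouse T cells (750/well) received compound for 60 min before bead stimulation (anti-CD3, anti-CD4, anti-CD28); memory T cells served as non-tolerant control.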
WRN helicase inh: qHTS for Inhibitors of WRN Helicase | 360,000 compounds, 0.46% hits | Potency, µM (series often up to 114 µM), for the others: at the top dose activity change, negative = inhibition, usual class: inhibitors | AID 651768, 2012 | WRN helicase unwinding, fluorescent forked duplex, kinetic | Bifunctional 3'-5' exonuclease/ATP-dependent helicase WRN (Homo sapiens), Q14191; also: potency is read from the fitted curve at half-maximal effect; % is scaled to controls: 0 for no effect and ±100 for the full control effect; nearly all actives have a fitted effect of over 55% in size
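Primary qHTS, 1536-well format. 20 nM WRN + compound, 15 min RT; start with 100 nM forked fluorophore/quencher duplex, 2 mM ATP (final); kinetic read ex 525/em 598 nm.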
PI5P4K alpha inh: qHTS for Inhibitors of phosphatidylinositol 5-phosphate 4-kinase (PI5P4K). max response, %. PI5P4Kalpha enzyme, ADP-Glo luminescence, 60 min; stronger effect = lower value. Phosphatidylinositol 5-phosphate 4-kinase type-2 alpha (Homo sapiens), P48426. 330,000 compounds, 1.2% hits; active = max response of -50% or lower; inconclusive = between -30% and -50%; inactive = -30% or higher; also: value at the top dose of about 77 µM; % is scaled to controls: 0 for no effect and ±100 for the full control effect
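Compounds were pin-transferred onto PI5P4Kalpha and substrate in HEPES pH 7.4 buffer with EGTA, CHAPS and 5% DMSO. ATP (5 microM final) started the reaction, which ran 60 minutes at room temperature before ADP-Glo detection.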
Active calls of the source: *; ? = inconclusive; · = not tested or not shown; [ ] = dose if it differs, or a comment. Unless noted, calls follow the shape of the dose curve; as a rule, active = well fitted curve in the direction sought with a large enough effect; inconclusive = small, poorly fitted or top-dose-only effect, or another doubt; inactive = no such curve, though single readings can be large; an effect the other way counts as inactive or inconclusive.

smiles | EPAC1 agonist | FUS yeast rescue | Abeta rescue | EPAC1 antag | PLK1 PBD block | IL2 activator | WRN helicase inh | PI5P4K alpha inh
CCN(CC)c1ccc2c(C)c(Cl)c(=O)oc2c1 | 6% | 14% | -32%[inhibitor] | -18% | -16% | -0.6 | -8% | -2
CCc1nc2ccccc2nc1N1CCN(S(=O)(=O)c2ccccc2)CC1 | 1% | -5% | -21% | 4% | 7% | -0.4 | -1% | 0
S=c1[nH]nc(Cn2nnc3ccccc32)n1-c1ccccc1 | -15% | 17% | -13% | ? | -4% | 2.2 | 11% | 7
Cc1noc(C)c1NC(=O)N(C)C[C@@H]1Oc2ccc(NS(=O)(=O)c3c(C)noc3C)cc2C(=O)N([C@H](C)CO)C[C@H]1C | -2% | -2% | 3% | 0% | -19% | 0.5 | -4% | 2
Cc1cc(N2CCCCC2)nc2c(C)cccc12 | -3% | -1% | -17% | -8% | -6% | -4.2 | 11% | 3
CC(=O)N(C)c1ccc(NC(=O)c2cnn(C)c2)cc1 | 0% | 18% | 7% | -7% | -2% | -0.2 | -5% | -4
O=C(Nc1nnc(Cc2ccccc2F)s1)Nc1ccccc1F | 10% | -10% | 4% | -3% | 8% | -0.3 | -5% | 1
COCC(=O)N1CCCN(c2nc3c(C)cccc3cc2C#N)CC1 | 3% | 18% | 1% | -13% | -7% | 1.2 | 3% | 9
CCn1nc(C)c(CNC(=O)CC2C(=O)NCCN2CC(C)(C)C)c1C (stereo not drawn) | 9% | -21% | -3% | 11% | 2% | 0.9 | 4% | 0
O=S1(=O)c2ccccc2N=NN1Cc1ccc(Cl)cc1 | -4% | 40% | 10% | 8% | ? | 0.7 | -8% | -23
O=C(CS(=O)(=O)c1c[nH]c2ccccc12)Nc1ccc2c(c1)OCCO2 | -3% | 22% | 3% | -20% | -10% | -0.7 | -9% | ·
COc1cccc(C(=O)NCc2ccccc2OC)c1 | 0% | 6% | 20% | 7% | -3% | -0.6 | -4% | ·
CCCCOc1ccc(C(C)NC(=O)CCS(=O)(=O)Cc2ccc(Cl)cc2)cc1 (stereo not drawn) | -1% | -6% | -2% | 6% | 1% | 0.3 | -6% | 4
Cc1ccccc1C1CCCN(Cc2nc(CC3CC3)no2)C1 (stereo not drawn) | 2% | 7% | 16% | -8% | 0% | -0.4 | -2% | 15
CCOc1cc(S(=O)(=O)N2CCC(Cc3ccccc3)CC2)c(OCC)cc1-n1cnnn1 | 17% | 18% | -28% | 0% | -8% | -2.7 | -9%[57.1 µM] | ·
CCCCNS(=O)(=O)c1ccc(NS(=O)(=O)c2c(C)cc(C)cc2C)cc1 | 16% | 35% | 18% | -10% | 1% | -0.8 | 5% | ·
CCCc1ncc(CN2CCC(C(=O)Nc3cccc(-c4cscn4)c3)CC2)cn1 | 14% | 7% | 2% | 16% | -22% | -5.4 | -6% | -4
O=c1[nH][nH]c(-c2ccccc2)c1C=Nc1ccc(C(F)(F)F)cc1 | 4% | -11% | -7% | -17% | -2% | 0.2 | -3% | -3
O=c1[nH]c2c(n(C3CCCCC3)c1=O)CCC2 | -6% | -15% | -5% | 5% | ? | 2.8 | 6% | 4
COc1cccc(CN(C)CC2CCCN(CCc3ccccc3C)C2)c1 (stereo not drawn) | -11% | 30% | -19% | -8% | -14% | -0.9 | -16% | 0
CC1CC(Nc2cccc(O)c2)=CC(=O)O1 (stereo not drawn) | -4% | 2% | 14% | 7% | -6% | 1.0 | 2% | 5
Cc1cc(N=Nc2ccc3ccccc3c2)ccc1O | 21% | 24% | -87%[inhibitor] | -20% | -11% | -0.3 | -9% | 97
COCCn1c(SCC(=O)Nc2ccc3c(c2)OCCO3)nc2ccccc2c1=O | 0% | -25% | 2% | -22% | -6% | -0.8 | -3% | 2
CCOc1ccc2[nH]c3c(N4CCN(c5ccccn5)CC4)ncnc3c2c1 | 12% | 9% | -1% | -27% | -3% | -3.3 | -32% | ·
CC(=O)Nc1ccc(C(=O)CSc2ncn(-c3ccccc3)n2)cc1 | 1% | 0% | 8% | 6% | -19% | -0.3 | 6% | -8
COc1cc2c(cc1N)-c1ccc(N)cc1C2 | -11% | · | -7% | -5% | 3% | -6.5 | 1% | -17
C=CCn1c(SCC(=O)NC(C)(C)C)nnc1-c1ccccc1O | -2% | 16% | -4% | 6% | -7% | -2.2 | -2% | ·
CCOC(=O)c1[nH]c(C)c(C(=O)OCc2ccccc2F)c1C | -3% | 18% | -8% | -14% | -8% | -2.1 | 3% | 5
COc1ccc(CCN(C(=O)C(F)(F)F)C(C(=O)NC2CCCC2)c2cccs2)cc1OC (stereo not drawn) | 6% | 11% | 6% | 0% | -1% | 0.4 | -4% | ·
Cn1cccc1Cc1nnc(SCC(=O)NCCc2ccccc2)n1C | 4% | 6% | 1% | -6% | 1% | -2.5 | -4% | 5
O=C(Nc1ccc(Cl)cc1N1CCOCC1)C1CCCO1 (stereo not drawn) | 8% | -11% | 1% | -1% | -5% | 0.3 | 2% | -3
CC(C)N1CCN(Cc2ccc(OC3CCCC3)cc2)CC1CCO (stereo not drawn) | 9% | -31% | -6% | -1% | -7% | -0.2 | 2% | 1
Cc1cc(=O)c(C(=O)Nc2cccc(C(=O)NC3CC3)c2)nn1-c1ccccc1Cl | 4% | 7% | -6% | -10% | -10% | 0.1 | -8% | 6
COc1cc2c(C(=O)OCCN(C)C)c(CSc3ccccc3)n(C)c2cc1Br | 13% | 1% | -11% | -1% | -3% | -1.4 | -3% | 8
O=C(OCCc1cc2ccccc2c(=O)o1)c1ccco1 | -9% | -12% | -14% | -4% | -3% | -2.9 | -14% | 1
COc1cccc(C(=O)Nc2cccnc2)c1 | 12% | -13% | 11% | 27% | -1% | -0.2 | -25%[57.1 µM] | -7
C=CCSc1ccsc1C(=O)O | 1% | 4% | -8% | 20% | ? | 1.0 | -18% | -9
Cc1ccc(SCc2c(C(=O)N/N=C/c3ccc(C)o3)nnn2-c2nonc2N)cc1 | 1% | -16% | -1% | -7% | -12% | 1.2 | -3% | -55*
COc1ccc(NS(=O)(=O)c2ccc3oc(SC4CCOC4=O)nc3c2)cc1 (stereo not drawn) | 2% | 6% | 18% | -6% | 4% | -0.6 | -11% | -7
CCn1c(SCC(=O)NC2CCCCC2)nnc1-c1ccccc1F | -1% | 11% | -8% | ? | -14% | -4.6 | ? | 1
Cc1cccc(C(C(C(=O)c2ccccc2)N2CCOCC2)N2CCOCC2)c1 (stereo not drawn) | 6% | 2% | ? | 9% | 3% | -0.1 | 5% | -1
CCOC(=O)[C@H]1[C@H]2COc3ccc(C)cc3[C@@H]2N2C(=O)c3cc(OC)c(OC)cc3NC(=O)[C@@]12C | -4% | ? | 12% | -5% | 3% | -0.3 | -7% | 0
O=C(CSc1nnc(Cc2csc(Nc3cccc(Cl)c3)n2)o1)N1CCc2ccccc21 | 6% | ? | 12% | 11% | -11% | 0.6 | -36% | -25
COCCN1C(=O)N[C@@H](c2cccc(F)c2)C(C(=O)OC)=C1C | 2% | -16% | 6% | -8% | -5% | 0.0 | 2% | 0
COc1ccc(C2=CC(=O)C[C@H](c3ccc(F)cc3)C2)cc1OC | 3% | 41% | -21% | 4% | 4% | -0.4 | 9% | 0
C=CCN1CCN(c2ccncc2S(=O)(=O)N2CCOCC2)CC1 | 16% | -19% | 12% | 11% | -6% | -0.2 | -3% | 3
COc1cc(C(=O)O/N=C(\N)c2cccc([N+](=O)[O-])c2)cc(OC)c1OC | 3% | 0% | -7% | 0% | 4% | -0.4 | -6% | 3
CCc1cccc(NC(=O)CN(C)C2=NS(=O)(=O)c3ccccc32)c1 | 13% | -13% | 20% | -5% | -7% | 0.2 | 2% | 5
O=C(c1ccc2c(c1)OCO2)N1CCCc2ccccc21 | 7% | 2% | -18% | -24% | -8% | 0.2 | -4% | 1
CC(C)(C)OC(=O)[C@H](Cc1ccccc1)NC(=O)c1nc[nH]c1C(=O)N[C@@H](Cc1ccccc1)C(=O)OC(C)(C)C | -40%[inhibitor] | ? | -9% | ? | 0% | -0.6 | -10% | 14
CCOc1ccc(OCCn2c(=S)[nH]c3c(N)ncnc32)cc1 | -5% | 7% | -8% | -11% | ? | 4.0 | -1% | -20
Cc1ccc2c(c1)C1CN(C)CCC1N2C(=O)c1ccccc1NS(=O)(=O)c1ccc(F)cc1C (stereo not drawn) | 0% | 5% | 16% | -7% | -9% | -1.8 | -33%[57.1 µM] | -3
COc1ccccc1N1CCN(Cc2ccc(O)c3ncccc23)CC1 | 6% | 71% | -20% | -7% | -4% | -1.3 | -7% | ·
COc1ccc(NC(=O)Nc2cc(C(=O)O)ccc2N2CC3CC(C2)c2cccc(=O)n2C3)c(OC)c1 (stereo not drawn) | 5% | -11% | -17% | 0% | -3% | -2.4 | 5% | -4
O=C(OCc1nnc(-c2ccccc2)o1)c1ccc(S(=O)(=O)NCc2ccco2)cc1 | 13% | 24% | 1% | -22% | -26% | -1.9 | -23% | -54*
CSCCc1nc(SCC(=O)Nc2nnc(C)s2)[nH]c1C | 2% | 14% | -3% | -2% | 1% | 0.8 | -1% | -12
Cc1ccc(NC(=O)c2sccc2C)cc1[N+](=O)[O-] | 0% | 19% | -10% | -14% | -6% | -1.2 | 5% | -7
CCCn1c(SCC(=O)c2ccc(OC)c(OC)c2)nc2c1c(=O)n(C)c(=O)n2C | -6% | 19% | 0% | 33%[activator] | -10% | 0.5 | -5% | 24
CCOc1cc(/C=N/Nc2ncnc(Cl)c2N)ccc1O | 2% | · | -15% | -3% | -6% | 0.3 | -23% | -8

Shown as a hit in PI5P4K alpha inh (from the list above):
| SMILES | EPAC1 agonist | EPAC1 antag | PLK1 PBD block | WRN helicase inh | PI5P4K alpha inh |
| --- | --- | --- | --- | --- | --- |
| Cc1ccc(SCc2c(C(=O)N/N=C/c3ccc(C)o3)nnn2-c2nonc2N)cc1 | 1% | -7% | -12% | -3% | -55* |
| O=C(OCc1nnc(-c2ccccc2)o1)c1ccc(S(=O)(=O)NCc2ccco2)cc1 | 13% | -22% | -26% | -23% | -54* |

Rows were taken by chance; about 4.1% have a hit in one of these screens.
